# Source: PubChem
# MITF inh: human MITF inhibition, primary screen; O75030; AlphaScreen MITF homodimerization, bead proximity signal; inhibition, % at 2.6 µM; 0.91% of 650,000 active; AID 1259374; in the data active = inhibition above about 50%;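 note: 0% = vehicle wells with protein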
# Target sequence (O75030 whole entry, looked up): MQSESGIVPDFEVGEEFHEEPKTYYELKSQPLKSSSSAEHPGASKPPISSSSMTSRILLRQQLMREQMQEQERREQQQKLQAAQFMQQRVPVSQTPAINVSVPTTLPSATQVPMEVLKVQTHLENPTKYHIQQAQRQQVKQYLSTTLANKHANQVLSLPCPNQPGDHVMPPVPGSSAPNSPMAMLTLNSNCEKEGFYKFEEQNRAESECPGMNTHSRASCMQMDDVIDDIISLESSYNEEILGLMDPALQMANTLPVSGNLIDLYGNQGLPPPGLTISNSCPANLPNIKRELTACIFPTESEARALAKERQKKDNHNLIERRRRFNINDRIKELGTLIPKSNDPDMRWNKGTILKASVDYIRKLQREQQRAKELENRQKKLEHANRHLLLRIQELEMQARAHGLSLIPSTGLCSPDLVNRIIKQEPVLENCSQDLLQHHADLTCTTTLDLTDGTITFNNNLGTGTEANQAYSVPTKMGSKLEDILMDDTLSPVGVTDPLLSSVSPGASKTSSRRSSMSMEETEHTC
# TEAD-YAP inh: TEAD-YAP interaction inhibition; HEK-TIYL cells, TEAD-Gal4/YAP UAS-luciferase luminescence; 1.4% of 640,000 active; inhibition, % at 9.12 µM; in the data active = inhibition above about 32%;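 note: 0% = median of test compound wells and 100% = reference inhibitor wells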
# FBW7 act: human FBW7 E3 ligase activation, primary screen | AID 1259310 | normalized activity (activation), % at 26.1 µM | AlphaScreen FBW7–phospho-cyclin E peptide binding, activator screen | 0.13% of 650,000 active; in the data active = normalized activity above about 1.9%;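 note: purified mutant Fbw7 with reduced substrate affinity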
# GPR151 activ: activates the human receptor GPR151; PathHunter beta-arrestin GPR151 cells, luminescence; 1% of 650,000 active; AID 1508602; activation, % at 11.2 µM; in the data active = activation above about 4.9%;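 note: 0% = median of compound wells and 100% = cells with positive control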
# Target sequence (Q8TDV0 whole entry, looked up): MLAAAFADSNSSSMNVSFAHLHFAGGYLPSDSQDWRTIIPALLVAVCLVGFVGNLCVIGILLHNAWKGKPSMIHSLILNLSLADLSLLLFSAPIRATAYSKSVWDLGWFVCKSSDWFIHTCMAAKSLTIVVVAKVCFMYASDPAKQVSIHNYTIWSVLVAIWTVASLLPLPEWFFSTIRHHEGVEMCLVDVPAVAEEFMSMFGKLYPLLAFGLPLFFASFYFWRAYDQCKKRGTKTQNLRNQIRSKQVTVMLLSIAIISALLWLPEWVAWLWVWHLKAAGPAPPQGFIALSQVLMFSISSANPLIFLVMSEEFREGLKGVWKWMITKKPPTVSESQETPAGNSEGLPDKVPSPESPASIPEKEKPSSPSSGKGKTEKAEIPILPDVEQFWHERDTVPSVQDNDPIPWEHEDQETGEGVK
# The depositor's hits bear a star; nt = no result given.
SMILES,MITF inh,TEAD-YAP inh,FBW7 act,GPR151 activ
COCCCNC(=O)CNC(=O)Cn1cnc2sc(C)c(C)c2c1=O,6,6,-0.1,0.2
COc1ccc(/C(C)=N\NC(=O)c2cc(-c3c(C)nn(-c4ccccc4)c3C)n[nH]2)cc1,15,44*,0.2,-0.6
CCCn1nnnc1NCc1ccccc1OCc1ccc(F)cc1,-11,-11,-0.1,0.1
O=C(O)CCC(=O)N(Cc1ccco1)C1CC(=O)N(c2ccccc2)C1=O (stereo unspecified),9,-10,0.0,0.4
Cc1c(Cl)cccc1NC(=O)NNC(=O)C(N)=O,9,17,1.3,-2.2
O=C(c1ccc2c(=O)n(C3CCCCC3)c(=S)[nH]c2c1)N1CCN(c2ccccc2)CC1,6,3,-0.2,-0.1
CCn1cc(/C=C(\NC(=O)c2ccccc2)C(=O)N2CCCCC2)c2ccccc21,8,1,0.1,-0.3
Cc1cccc(/C(N)=N/OC(=O)COc2ccc(C)c(C)c2)c1,9,-5,0.2,-1.5
Cc1ccc2c(c1)C(c1ccccc1)N(C(=O)Cc1ccc(F)cc1)CC(=O)N2 (stereo unspecified),1,-7,0.1,-0.3
O=C(CCCC(=O)N(CC(=O)NC1CCCC1)C1CCCCC1)Nc1ccccn1,16,-17,0.4,0.5

# An excerpt from above in order of SMILES length, smallest number first:
SMILES,MITF inh,TEAD-YAP inh,FBW7 act,GPR151 activ
CCCn1nnnc1NCc1ccccc1OCc1ccc(F)cc1,-11,-11,-0.1,0.1
COCCCNC(=O)CNC(=O)Cn1cnc2sc(C)c(C)c2c1=O,6,6,-0.1,0.2
O=C(O)CCC(=O)N(Cc1ccco1)C1CC(=O)N(c2ccccc2)C1=O (stereo unspecified),9,-10,0.0,0.4
Cc1ccc2c(c1)C(c1ccccc1)N(C(=O)Cc1ccc(F)cc1)CC(=O)N2 (stereo unspecified),1,-7,0.1,-0.3
COc1ccc(/C(C)=N\NC(=O)c2cc(-c3c(C)nn(-c4ccccc4)c3C)n[nH]2)cc1,15,44*,0.2,-0.6

# Continuation:
SMILES,MITF inh,TEAD-YAP inh,FBW7 act,GPR151 activ
Cn1c(=O)oc2cc(S(=O)(=O)Nc3ccccc3F)ccc21,2,2,-0.1,0.6
CC(C)NS(=O)(=O)c1ccc(OCC(=O)Nc2ccc(F)cc2F)cc1,2,3,-0.1,-1.4
COc1cccc(C(=O)NCCC2=CCCCC2)c1OC,-2,-23,-0.1,1.2
CC(C)(C)c1ccc(C(=O)Nc2c3c(nn2-c2ccc(F)cc2)CS(=O)C3)cc1 (stereo unspecified),-6,9,-0.2,0.2
Cc1cc(C)c2nc3sc4c(SCC(=O)N5CCOCC5)ncnc4c3cc2c1,6,0,0.2,-0.6
Cc1cccc(-n2cnc3cc(C(=O)NC4CCCC4)ccc32)c1,10,-7,0.1,0.0
COc1ccc2oc(=Nc3ccc(F)cc3F)c(C(=O)NC(C)=O)cc2c1,13,-5,0.2,-0.8
O=C(NCc1cccnc1)C(=O)N/N=C/c1ccccc1O,-4,0,-0.2,-0.7
Nc1c(C(=O)NC2CC2)sc2nc(-c3ccc4c(c3)OCO4)ccc12,7,42*,0.1,-0.5
Oc1ccccc1-c1cc(C(F)(F)C(F)F)on1,9,-6,0.3,0.9
CCCCC/C=C\C/C=C\C/C=C\CC(O)C(O)CCCC(=O)O (stereo unspecified),-10,nt,nt,-2.0
Cc1cccc(NC(=O)Nc2ccc(C#N)cc2)n1,-5,24,0.1,-0.3
CCN(CC)c1nc(NCc2cccc(C(F)(F)F)c2)nc(Nc2ccc(C(F)(F)F)cc2)n1,8,6,0.1,0.4
CCOC(=O)C(C)(C)C(=O)C(C)(C)C(=O)c1ccccc1,-6,-2,0.1,0.5
CC(=O)c1cccc(NC(=O)C2=CC(c3ccc(C)cc3)=NS(=O)(=O)N2C)c1,5,-2,-0.2,-2.0
O=C(Cn1nnc(-c2ccccc2Cl)n1)Nc1ccc2c(c1)CCC2,-3,14,0.4,-0.8
O=C(CSC1=Nc2cccnc2Nc2ccccc21)Nc1ccc(F)c(F)c1,2,-14,-0.2,0.4
O=C(Nc1ccc(-n2cccn2)cc1)C1CCN(Cc2ccc3c(c2)CCO3)CC1,-14,-9,0.0,-0.7
CCc1ccc(C2c3[nH]c4ccccc4c3CCN2C(=O)Cn2cncn2)cc1 (stereo unspecified),-4,-9,-0.1,-1.1
COc1cc(N)cc2sc(NC(=O)C3CCCCC3)nc12,-11,-1,-0.1,-0.5
COc1ccc(OC)c(Cc2nnc(CCC(=O)N3CCn4cccc4C3C)o2)c1 (stereo unspecified),2,-50,0.8,-1.5
Cc1ccc(C(=O)n2c(N)nc3ccccc32)cc1,-5,91*,-0.3,-8.1
CCC(Sc1ncccc1C(=O)OCCN1CCCC1=O)C(=O)NCc1ccco1 (stereo unspecified),-4,-1,0.1,0.5
CC(C)C(=O)NC(c1cccc([N+](=O)[O-])c1)c1ccc2cccnc2c1O (stereo unspecified),54*,73*,-1.9,0.9
CCOC(=O)c1ccc(N2C(=O)c3cccc([N+](=O)[O-])c3C2=O)cc1,-20,-5,0.5,0.9
COC(=O)CCSCC(=O)N1N=C(c2ccc(OC)cc2)CC1c1cccc(OC)c1OC (stereo unspecified),4,11,0.0,0.3
CCSc1ncc(Cl)c(C(=O)Nc2sc3c(c2C(N)=O)CCCC3)n1,4,6,0.8,-1.6
COC(=O)C1=C(C)NC2=C(C(=O)CC(c3ccccc3Cl)C2)C1c1ccc([N+](=O)[O-])cc1 (stereo unspecified),-4,10,-0.4,0.0
Cc1ccc(O)c(N=Nc2ccc(S(=O)(=O)N3CCOCC3)cc2)c1,21,-18,-0.3,-0.2
CCC(C)(C)c1ccc(OC(=O)CN2C(=O)C3C4C=CC(C5CC45)C3C2=O)cc1 (stereo unspecified),-13,-1,-0.2,0.9
CC12CCC(C(=O)Nc3ccc(Br)cn3)(OC1=O)C2(C)C (stereo unspecified),3,11,0.2,-0.9
O=C(Nc1ccc(F)c(Cl)c1)C1CC(=O)N(c2ccc(Cl)cc2)C1 (stereo unspecified),8,-7,0.1,0.0
CC(C)Oc1cccc(C(=O)Nc2ccc(Cl)cn2)c1,16,-46,0.1,1.3
CSc1cccc(-n2cccc2)c1CN,7,-2,-0.1,0.0
CCc1ccc(NC(=O)CC(NCc2ccco2)C(=O)O)cc1 (stereo unspecified),-11,-1,0.1,2.3
O=C(Nc1ccc2c(c1)C(=O)NC2=O)c1cccc(C(F)(F)F)c1,10,-8,0.3,-1.5
CC(NC(=O)c1ccc(Cl)cc1Cl)C1COc2ccccc2O1 (stereo unspecified),10,-11,0.1,-0.8
COc1ccc(/C(C)=N/Nc2ccc(C(=O)O)cc2)c(OC)c1,7,48*,-0.1,-0.6
OCCNc1nc(OCC(F)(F)F)nc(N2CCN(C34CC5CC(CC(C5)C3)C4)CC2)n1,6,8,0.1,0.2
CCOC(=O)CN1C(=O)C(O)(CC(=O)c2ccc(Br)s2)c2ccccc21 (stereo unspecified),-2,0,0.1,-0.1
Cn1cc(CNC(=O)Nc2ccc3c(c2)OCO3)cn1,20,-17,0.6,-2.3
O=C(CNS(=O)(=O)c1cccs1)N1CC=C(c2ccccc2)CC1,14,-62,0.1,0.0
C=CCNC(=O)C1CCCN1C(=O)NC1CCCCC1 (stereo unspecified),66*,9,0.2,0.6
CCOc1ccc2nc(SCC(=O)N(C)C)sc2c1,-7,-74,-0.2,-0.8
CC(C(=O)NCCc1ccccc1)N1C(=O)c2ccccc2C1=O (stereo unspecified),-1,0,-0.1,-0.2
COc1ccc(-c2cnc3ccc(NC4CCC(O)CC4)nn23)cn1 (stereo unspecified),-13,36*,0.0,1.9
COc1ccc(-c2nc3ccc(Br)cc3c(=O)o2)cc1[N+](=O)[O-],6,3,0.0,0.7
CC(C)C(NC(=O)C12CC3CC(CC(C3)C1)C2)C(=O)NN (stereo unspecified),-6,-9,0.0,-0.1
CCCOc1ccc(/C=C/C(=O)N2CCCCC2)cc1,-6,-43,-0.1,-0.4
CCOc1ccccc1NC(=O)c1ccccc1Br,10,-2,0.4,-0.7
# More structures:
SMILES,MITF inh,TEAD-YAP inh,FBW7 act,GPR151 activ
CCOc1ccc2c(c1)C(=O)C(=O)N2CCN(CC)CC,5,10,0.0,0.6
C=CCSc1nnc2c(n1)OC(c1c(C)nn(-c3ccccc3)c1Cl)Nc1ccccc1-2 (stereo unspecified),-16,-28,-0.1,0.7
COC(=O)c1ccc(NC(=O)c2ccc(C(F)(F)F)cc2)cc1,6,3,0.0,-0.8
CC(NS(=O)(=O)c1ccc(Br)cc1)C(N)=O (stereo unspecified),-9,1,-0.7,2.9
CCC1C(=O)Nc2ccccc2N1C(=O)CCl (stereo unspecified),3,29,0.2,3.9
CCN(CC)C(=O)CSc1nc2ccccc2c(=O)n1CCc1ccc(OC)c(OC)c1,4,4,-0.2,2.7
CCOCCCNC(=O)C1C2C=CC3(CN(Cc4ccccc4Cl)C(=O)C13)O2 (stereo unspecified),-5,-8,0.0,0.0
CC(C)(C)NC(=O)N1CCCN(c2ccc(S(C)(=O)=O)cc2F)CC1,-12,7,0.0,0.4
COc1cccc(N2C(=O)/C(=C/c3cc(OC)c(OC)cc3OC)C(=O)NC2=S)c1,6,0,0.7,-0.6
O=C(CSc1ccc(Cl)cc1)Nc1cccc2nsnc12,4,12,0.0,2.8

# Molecules shown so far with a CF3 group:
SMILES,MITF inh,TEAD-YAP inh,FBW7 act,GPR151 activ
CCN(CC)c1nc(NCc2cccc(C(F)(F)F)c2)nc(Nc2ccc(C(F)(F)F)cc2)n1,8,6,0.1,0.4
O=C(Nc1ccc2c(c1)C(=O)NC2=O)c1cccc(C(F)(F)F)c1,10,-8,0.3,-1.5
OCCNc1nc(OCC(F)(F)F)nc(N2CCN(C34CC5CC(CC(C5)C3)C4)CC2)n1,6,8,0.1,0.2
COC(=O)c1ccc(NC(=O)c2ccc(C(F)(F)F)cc2)cc1,6,3,0.0,-0.8

# More structures:
SMILES,MITF inh,TEAD-YAP inh,FBW7 act,GPR151 activ
C=C1c2cc(OCC)ccc2NC(=O)N1c1ccccc1,-2,-14,0.7,0.4
COc1cc(/C=C2\SC(=Nc3ccccc3)N(c3ccccc3)C2=O)c(Br)cc1O,-12,-6,0.1,-1.0
Cc1cc(C)c2oc(-c3ccc(C)c(NC(=O)COc4ccc(Cl)cc4)c3)nc2c1,20,-1,-0.1,1.6
O=C(/C=C/c1cn(-c2ccccc2)nc1-c1cccnc1)NCc1ccncc1,-2,6,-0.1,-0.3
O=C(c1ccc([N+](=O)[O-])cc1[N+](=O)[O-])n1nnc2ccccc21,-3,-6,-0.8,1.1
O=C1CN(C(=O)Oc2ccccc2)c2ccccc2N1,3,-2,0.3,2.1
CC(=O)NCCc1ccc(-c2csc(N)n2)cc1,-13,5,-0.2,-0.1
CSc1cccc(NC(=O)Cn2nnc(-c3nc(-c4ccccc4)no3)c2N)c1,-6,1,-0.1,0.7
C(=N\Nc1ccccn1)/c1sc(N2CCCCC2)nc1-c1cccs1,5,67*,0.2,-0.8
O=[N+]([O-])c1ccc2oc(-c3ccc(O)cc3)nc2c1,1,21,0.0,-5.7
COc1ccc(-n2nc(C(=O)NCC(=O)NCc3cccnc3)c3ccccc3c2=O)c(OC)c1,11,-9,0.0,-0.5
CCCCNC(=O)c1cc(S(=O)(=O)N2CCCC(C)C2)ccc1F (stereo unspecified),10,10,-0.1,1.7
Cc1ccsc1CCNS(=O)(=O)c1cc(Br)cnc1N,2,-8,-0.1,0.1
O=C(Nc1cc(Cl)cc(Cl)c1)C(=O)NC1CCCC1,-6,-15,0.1,-1.5
CCCC(=O)NCCc1ccc(F)cc1,-6,-11,-0.1,19*
CC(C)n1c(=O)[nH]c2c(C(N)=O)nc(-c3ccc(-c4ccccc4)cc3)nc21,5,7,1.8,5.6*
Cc1cc(Cl)nc(Cl)c1S(N)(=O)=O,8,9,-0.1,0.1
O=c1[nH]c(CSc2ncccn2)nc2c1cnn2-c1ccccc1,15,4,0.1,0.1
CCCn1c(=O)c2c(nc3n2CCCN3C2CCCCC2)n(C)c1=O,2,0,0.1,0.8
CCOc1ccc(-c2nc(-c3ccccc3)no2)cc1,13,62*,0.0,-2.5
COc1ccc(C2C(C(=O)N3CC(C)CC(C)C3)c3ccccc3C(=O)N2c2ccc(OC)cc2)cc1 (stereo unspecified),-5,6,-0.1,-0.4
CCOC(=O)C1CCN(Cc2c(C(=O)N3CCOCC3)nc3c(C)cccn23)CC1,-3,2,0.1,0.7
C=Cc1ccc([C@H]2NC(C(=O)O)CC[C@@H]2C)cc1 (stereo partly specified),3,nt,0.1,3.6
Cc1ccc(C)c(CN2CCN(c3ccccn3)CC2)c1,48,-2,0.1,-1.4
COc1cc(C2NC(C(=O)O)CS2)cc(Br)c1OCc1ccc(F)cc1 (stereo unspecified),-3,-8,0.4,1.1
COc1ccc(OC)c(N2C(=O)C(Cl)=C(N3CCCCC3)C2=O)c1,1,6,-0.1,-0.2
COc1cc(Cl)c(C)cc1NC(=O)CCc1c(C)nc2c3cccnc3nn2c1C,14,1,0.5,2.5
COc1ccc2oc(=N)c(C(=O)Nc3ccccc3)cc2c1,6,-57,0.1,-1.6
O=C(O)CNC(=O)c1ccc(Cl)c([N+](=O)[O-])c1,2,15,0.0,-0.3
CCNC(=O)N1c2ccccc2C(C)(c2ccccc2)CC1(C)C (stereo unspecified),8,5,0.3,1.0
Cc1sc(NC(=O)CN(C(=O)C2CC2)C2CCCCC2)c(C(N)=O)c1C,14,2,0.0,0.9
